Source: PubChem (NCI)
NCI-60 one-dose screen, 48 h, at 10 µM unless noted. Numbers give growth in % (100 = growth as untreated, 0 = no growth, -100 = all killed).
SW-620 – SW-620 colon cancer; 82,000 tested, 5.2% active; AID 1794795
HT29 – HT29 colon cancer. 81,000 tested, 7.4% active
KM12 – KM12 colon cancer cells; 82,000 tested, 5% active
SNB-75 – SNB-75 CNS cancer; 79,000 tested, 5% active
SF-539 – SF-539 CNS cancer. 81,000 tested, 6.8% active
HCC-2998 – HCC-2998 colon cancer | 79,000 tested, 4.7% active
SF-268 – SF-268 CNS cancer cells | 82,000 tested, 3.1% active | AID 1794759
SNB-19 – SNB-19 CNS cancer cells | 81,000 tested, 2.5% active
SF-295 – SF-295 CNS cancer cells; 79,000 tested, 5.6% active; AID 1794758
An asterisk follows results filed as active; / = no result given. How the source made its calls: active means growth percent below 10; inactive means the rest.

Preview:
canonical_smiles	SW-620	HT29	KM12	SNB-75	SF-539	HCC-2998	SF-268	SNB-19	SF-295
CC(C)OC(=O)[C@H](C)NP(=O)(OC[C@H]1O[C@@H](n2cnc3sc4c(=O)[nH]c(N)nc4c32)C(F)(F)[C@@H]1O)Oc1ccccc1 (some centres not stated)	107.7	94.9	100.1	90.8	96.5	101.4	96.8	102.3	101.1
COc1ccc(NC(=O)Cn2c(=O)c3c(ncn3C)n(C)c2=O)cc1	99.1	97.2	102.2	84.2	99.6	105.7	104.5	101.4	104.3
CCNc1ccc(/C=C2\C=Cc3ccccc32)cc1	106.4	88.1	88.8	93.2	89.5	113.4	115.8	84.8	88.5
O=C1C=Cc2ccccc2/C1=C\c1sc(NC(=O)c2ccccc2)nc1O	102.0	104.1	114.9	87.3	100.7	117.4	105.5	98.3	102.4

The whole of this part, repeating the preview:
canonical_smiles	SW-620	HT29	KM12	SNB-75	SF-539	HCC-2998	SF-268	SNB-19	SF-295
CC(C)OC(=O)[C@H](C)NP(=O)(OC[C@H]1O[C@@H](n2cnc3sc4c(=O)[nH]c(N)nc4c32)C(F)(F)[C@@H]1O)Oc1ccccc1 (some centres not stated)	107.7	94.9	100.1	90.8	96.5	101.4	96.8	102.3	101.1
COc1ccc(NC(=O)Cn2c(=O)c3c(ncn3C)n(C)c2=O)cc1	99.1	97.2	102.2	84.2	99.6	105.7	104.5	101.4	104.3
CCNc1ccc(/C=C2\C=Cc3ccccc32)cc1	106.4	88.1	88.8	93.2	89.5	113.4	115.8	84.8	88.5
O=C1C=Cc2ccccc2/C1=C\c1sc(NC(=O)c2ccccc2)nc1O	102.0	104.1	114.9	87.3	100.7	117.4	105.5	98.3	102.4
Cn1cccc1-c1cc(-c2ccc(Br)cc2)n(N=O)c(=O)c1C#N	100.1	93.3	101.3	92.5	96.0	97.9	101.9	92.2	102.9
O=C1NC(=O)c2c(CCCSc3nc4ccccc4c(=O)n3CCc3ccccc3)cccc21	98.8	90.3	100.0	82.8	65.7	91.9	91.2	94.8	44.9
Cc1cc(N2CCN(C3CCCC3)CC2)n2c(nc3ccccc32)c1C#N	98.1	81.3	94.6	87.3	89.9	108.3	93.3	98.7	94.2
Cc1nc2cc(Nc3nc(Nc4ccc(F)cc4)nc(-c4ccc(Cl)cc4)n3)ccc2n1Cc1ccccc1	68.1	55.8	37.2	65.2	92.6	81.6	54.9	83.4	90.4
COc1ccccc1NCCCO	109.8	99.3	100.8	85.1	95.2	108.4	106.5	103.5	98.0
CC1C(=O)OC(=O)N1c1ccccc1 (configuration not stated)	111.7	113.9	163.9	107.2	111.3	101.6	142.4	94.8	/
c1ccc(CN2COc3c(ccc4c3OCN(Cc3ccccc3)C4)C2)cc1	29.8	27.0	25.3	43.7	-21.5*	-14.5*	15.1	24.0	0.8*
CC(C)(C)c1ccc(NS(=O)(=O)c2ccc3nc(NC(=O)c4cnccn4)[nH]c3c2)cc1	18.1	11.0	16.6	-30.3*	-0.7*	70.2	37.7	40.0	35.0
Cc1cc(C)c2c(=O)c(C(N)=O)cn3c2c1C(=O)CC3	105.9	95.3	104.3	/	98.1	115.7	91.3	100.1	108.6
Cc1cc(Br)ccc1-n1cc(C#N)c(N)c1C(=O)c1ccc(C#N)cc1	113.4	110.3	105.4	99.6	101.4	104.1	116.8	108.7	99.9
O=C(O)c1cocc1C(=O)O	108.5	93.6	104.4	87.6	108.2	117.8	109.9	110.7	97.8
Nc1ccc(C(=O)O)c(O)c1	114.9	111.4	108.6	88.1	104.6	99.7	110.1	98.8	101.7
O=c1nc(NO)[nH]c(=O)n1Cc1ccc(F)cc1	101.4	104.6	108.5	86.1	102.3	113.9	103.8	/	/
O=C(CS(=O)(=O)c1ccccc1)c1cc2cc(Br)ccc2oc1=O	104.2	106.3	99.9	68.5	96.5	102.9	96.2	100.4	102.8
CSCC(N)C(=O)O (configuration not stated)	103.2	95.8	106.9	94.6	100.7	108.2	105.9	100.3	104.5
CC1(C)CC[C@]23CC[C@]4(C)[C@H](CC[C@@H]5[C@@]6(C)CC(CCC#N)(CCC#N)C(=O)C(C)(C)[C@@H]6CC[C@]54C)[C@H]2[C@H]1OC3=O	93.2	105.5	86.6	71.8	101.3	86.5	95.8	95.3	97.4
C#CCNC(=O)c1ccc(N=Nc2ccccc2)cc1	110.3	101.6	96.3	94.4	106.1	105.1	102.1	96.6	101.8
Cc1ccc(NC(=S)/N=c2/n(-c3ccccc3)nc3n2CCN3C2=NCCN2)cc1	97.0	99.1	108.8	80.6	102.1	102.1	109.3	119.4	99.3
O=C1/C(=C/C2=Cc3ccccc3OC2)SC(=S)N1c1ccc2c(c1)OCO2	97.6	109.7	101.0	90.7	102.2	108.6	104.0	97.0	98.4
O=C(/C=C/c1ccc(O)c(O)c1)O[C@@H]1C[C@]2(O)C[C@@H](OC2=O)[C@@H]1O	96.4	99.3	99.8	97.3	106.9	102.8	102.2	98.4	97.5
Cc1ccc(C(O)C2CC2)cc1 (configuration not stated)	100.2	103.7	106.9	88.9	96.7	113.1	108.3	96.7	97.0
COc1ccc(/C=c2\[nH]c3nc4c(c(-c5ccccc5)cn4-c4ccccc4)c(=N)n3c2=O)cc1	95.3	107.9	97.7	89.1	102.8	99.6	108.4	101.7	/
S=C1NCCNC(=S)SSSS1	107.8	102.0	105.6	92.1	108.3	98.0	98.5	109.5	112.1
CC(=O)Nc1cccc2cc(S(=O)(=O)O)ccc12	101.8	109.6	107.8	91.3	100.7	104.5	112.7	99.1	92.2
COc1cccc2cc(C(=O)CSc3nnnn3-c3ccccc3)c(=O)oc12	109.7	107.9	111.9	98.7	/	103.5	106.1	94.3	104.9
COc1ccc(-c2ccc(/C=N/NC(=O)c3[nH]c4ccc(Br)cc4c3-c3ccccc3)o2)cc1	32.4	55.1	39.8	33.0	-14.1*	63.0	37.9	57.6	4.5*
C=CCCCCOc1cccc(/C=C2\N=C3SCCCN3C2=O)c1	103.2	90.1	98.4	91.1	103.9	100.0	109.8	99.9	96.0
O=C(Nc1cccc2ccccc12)c1cc2c(cc1Br)OCO2	100.3	101.4	102.7	57.4	78.6	97.3	104.3	86.7	107.2
C#CCOc1ccc(CNS(=O)(=O)c2ccc(C)cc2)cc1OC	98.7	105.0	107.0	81.0	104.0	/	92.0	102.6	100.7
COc1cc([C@@H]2c3cc4c(cc3[C@H](O)[C@H]3COC(=O)[C@H]23)OCO4)cc(OC)c1OC	24.5	4.9*	-4.8*	30.6	5.8*	-4.9*	27.3	34.7	-14.1*
O=C1NC(=O)C(c2coc3ccc(F)cc23)=C1c1c[nH]c2ccc(Br)cc12	81.8	67.4	67.3	103.2	79.2	104.1	92.0	96.0	74.1
c1csc(-c2cc(-c3cc(-c4cccs4)[nH]n3)n[nH]2)c1	103.5	106.5	104.8	128.0	93.8	110.8	107.5	/	96.8
O=c1n(Cn2cnn(-c3ccccc3)c2=O)cnn1-c1ccccc1	97.5	99.4	96.7	83.6	101.8	104.3	92.4	97.0	99.8
CCCCn1cnc2c(=O)[nH]c(N)nc21	103.7	98.7	101.1	90.9	98.6	102.3	96.9	96.8	103.0
CNCCCn1c2c(c3ccc([N+](=O)[O-])cc3c1=O)C(=O)c1cc(OC)cnc1-2	-34.1*	-19.2*	-4.2*	-26.5*	/	11.1	0.2*	2.7*	-13.2*
Cn1c(=O)c2[nH]c(CCC3CCCCC3)nc2n(C)c1=O	96.6	95.2	102.7	86.7	/	102.5	99.6	86.8	93.2
CCOC(=O)c1c2ncccc2n2c(=O)n(-c3cccc(Cl)c3)nnc12	107.0	105.1	63.5	77.2	20.0	79.4	75.0	/	17.9
CCN(CC)CC(O)c1c(OC)ccc2ccccc12 (configuration not stated)	97.7	96.5	104.6	90.2	105.1	105.6	108.4	108.0	88.2
CCOC(=O)c1csc(NC(=S)Nc2ccc(Oc3ccccc3)cc2)n1	88.2	83.1	83.4	104.9	97.8	94.0	87.8	84.7	80.3
COc1cc(C(=O)N(c2cccc(C(F)(F)F)c2)C(C(=O)NC2CCCCC2)c2ccc(OC)c(OC)c2OC)cc(OC)c1OC (configuration not stated)	96.6	90.3	91.1	84.1	96.5	94.3	92.4	85.7	91.4
O=C1NC(=S)N/C1=C\c1ccc(O)cc1	113.2	105.6	94.9	108.0	98.5	109.0	99.4	103.6	113.9
CON(C)C(=O)c1cc(-c2ccc(Cl)cc2)n(-c2ccc(S(C)(=O)=O)cc2)n1	/	82.4	95.2	102.1	86.2	103.4	92.3	87.0	86.5
COc1ccc(/C=C2/CN(C(=O)c3ccc([N+](=O)[O-])cc3)C/C(=C\c3ccc(OC)cc3)C2=O)cc1	105.7	101.7	/	80.5	98.7	102.4	99.4	93.4	97.2
O=C(Nc1cccc(Cl)c1)Nc1nc2ccc([N+](=O)[O-])cc2o1	7.8*	14.3	7.2*	/	11.4	24.3	7.7*	19.7	24.5
CCCCNC(=S)Nc1ccc(S(=O)(=O)Nc2ccc(Cl)nn2)cc1	96.2	118.4	100.8	75.0	95.5	106.1	99.7	97.8	103.9
COc1ccc(Nc2nn3c(-c4ccccc4)cc(-c4ccccc4)nc3c2C(N)=O)c(OC)c1	57.2	41.9	51.1	/	13.4	86.9	53.4	58.2	37.5

Next entries.
molecule	SW-620	HT29	KM12	SNB-75	SF-539	HCC-2998	SF-268	SNB-19	SF-295
COc1cc(Cl)cc(-c2nn(-c3cccc(NC(=O)c4cc(C(F)(F)F)cc(C(F)(F)F)c4)c3)cc2-c2ccncc2)c1	86.2	/	55.5	60.8	80.0	78.3	89.2	86.4	42.1
CC/C(=C\c1cccc([N+](=O)[O-])c1)c1ccncc1	94.0	93.6	95.1	88.8	94.2	103.1	92.5	86.2	100.0
COc1ccc(/C=C/C=C/C(=O)c2ccc(NC(=S)Nc3ccccc3)cc2)cc1	106.1	108.2	105.9	82.9	92.6	111.7	102.0	95.8	102.6
COc1ccc(C(=O)CSc2nc(-c3cc(OC)ccc3OC)cc(-c3ccc(Cl)cc3)c2C#N)cc1	50.7	48.3	48.3	30.9	30.5	78.3	59.2	40.3	18.5
CC(=O)Oc1cc2c(s1)CCN([C@H](C(=O)C1CC1)c1ccccc1F)C2	117.2	104.6	110.0	96.1	108.9	105.6	104.5	106.7	104.2
Cc1nc(C(Cl)Cl)nc2cc(-c3ccccc3)nn12	96.5	89.3	79.6	61.1	90.9	92.3	94.1	87.4	95.1
COc1cc2c3c(n([C@@H]4CCOC4)c(=O)c2cc1OC)-c1cc2c(cc1C3=O)OCO2	50.2	42.9	62.4	38.0	-3.5*	70.9	35.0	30.1	1.2*
COC1=CC(c2ccc[nH]2)=N/C1=C\c1[nH]c(C)c(C(=O)CCCCCCCCC(=O)Oc2ccc3c(c2)CCC2C3CC[C@]3(C)C(=O)CC[C@@H]23)c1C (some centres not stated)	102.3	106.9	101.2	/	105.1	107.1	90.6	119.1	90.1
COCCCN(C(=O)c1cccc(C)c1)c1c(N)n(Cc2ccccc2)c(=O)[nH]c1=O	98.0	112.0	97.8	89.9	106.0	104.9	98.1	95.5	136.2
